C8 TRAIL sens = viability loss with TRAIL in NB7+C8 cells, primary screen, TRAIL sensitizer project, cell-based, ATPlite luminescence; inhibition (viability loss, TRAIL sensitization), % at 10 µM; 1% of 360,000 active;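 active = compounds causing at least 50% loss of cell viability in the single-dose screen, relative to plate controls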
HIF-2a block = HIF-2a reporter inhibitors, primary screen, luminescence, 786-0 RCC cells; 0.72% of 360,000 active; 786-0 RCC cells HIF-2a reporter, luciferase luminescence, overnight; inhibition, % at 18.8 µM; AID 624352, 2012;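 active = inhibition of the luminescence signal of 40% or more relative to plate controls, in a single-dose primary screen at 18.75 µM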
CF NFkB block = inhibitors of PAF-induced NF-kB signaling, primary screen, cell-based, GFP fluorescence, uHTS; AID 588850, 2011; KKLEB NF-kB-GFP reporter, GFP fluorescence overnight; 0.86% of 360,000 active; inhibition, % at 5 µM;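 active = at least 50% inhibition at 5 µM, scaled per plate between neutral and stimulator controls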;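 note: PAF is a Pseudomonas aeruginosa culture filtrate used as stimulus; plate controls were PAF-stimulated DMSO wells for no effect and unstimulated DMSO wells for full effect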
Shn3 inh set2 = reduction of Shn3 3'UTR firefly luciferase signal, primary screen, Schnurri-3 inhibitor project, cell-based, Clone20 osteoblasts, set 2. Clone20 osteoblast Shn3 3'UTR firefly luciferase, 24 h. inhibition, % at 12.5 µM. 0.52% of 360,000 active;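 active = mean inhibition of at least 75% with every replicate also reaching 75%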;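 note: 0% = median of neutral control wells and 100% = pilot-screen positive control compound; some compounds past the cut are filed as inactive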
KKLEB cytotox = cytotoxicity in KKLEB CF airway cells, primary screen, cytotoxicity control for CF NF-kB inhibitor project, cell-based, uHTS, fluorescence assay plates; KKLEB CF airway cells viability, ATPlite luminescence, overnight; hits give low values; cells stimulated with P. aeruginosa culture filtrate; activity change (cytotoxicity), % at 5 µM; 0.36% of 360,000 active;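 active = corrected activity change at or below -50% at 5 µM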
TWEAK-Fn14 inh = inhibitors of TWEAK-Fn14 signaling, primary screen, luciferase reporter cells, uHTS | 2% of 360,000 active | inhibition, % at 10 µM | TWEAK-stimulated Fn14 reporter cells, luciferase luminescence, 8 h; in the data active = inhibition above about 50%
NR2E3 ag-1 = inhibitors of NR2E3-RetCOR corepressor binding, primary screen, NR2E3 agonist project, biochemical, TR-FRET, GST-NR2E3, biotin-RetCOR | Photoreceptor-specific nuclear receptor (Homo sapiens), Q9Y5X4 | 1536-well | inhibition of corepressor binding, % at 4.78 µM | 0.12% of 320,000 active | AID 2300, 2010;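 active = percent inhibition above the cutoff of mean plus 3 SD of all tested compounds, set per screening campaign, cut at about 20% in these data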;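 note: 0% = DMSO wells and 100% = biotin wells as full block of FRET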
Target sequence (Q9Y5X4 whole entry, looked up): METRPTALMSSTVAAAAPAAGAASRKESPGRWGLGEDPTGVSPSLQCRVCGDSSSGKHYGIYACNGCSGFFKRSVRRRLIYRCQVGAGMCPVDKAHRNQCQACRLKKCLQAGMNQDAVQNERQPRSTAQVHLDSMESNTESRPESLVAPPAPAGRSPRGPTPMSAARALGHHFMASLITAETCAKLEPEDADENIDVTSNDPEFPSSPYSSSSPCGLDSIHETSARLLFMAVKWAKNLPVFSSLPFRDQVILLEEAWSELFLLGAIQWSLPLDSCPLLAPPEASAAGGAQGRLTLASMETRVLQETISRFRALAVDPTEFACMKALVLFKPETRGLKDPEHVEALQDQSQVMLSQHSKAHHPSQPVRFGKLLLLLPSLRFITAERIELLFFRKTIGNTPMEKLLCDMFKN
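System: GST-tagged NR2E3 plus biotinylated RetCOR corepressor; Amount: 1.35 nM GST-tagged NR2E3 final; Dosing: single nominal compound dose of 4.8 µM; Schedule: 5 h incubation at 4 °C; Technique: TR-FRET with europium anti-GST and streptavidin-D2, 340 nm excitation; Controls: biotin wells as high control, 0.6% DMSO wells as low control.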
TRPM1 prom inh = inhibitors of MITF-dependent TRPM1 promoter reporter, primary screen, cell-based, SK-MEL-5, single point, luciferase | SK-MEL-5 TRPM1 promoter luciferase, 24 h | AID 488899, 2010 | 0.83% of 330,000 active | inhibition, % at 12.5 µM;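 active = mean inhibition across replicates of 60% or more, whatever share of single replicates reaches that level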; note: values of inactives mirror those of a sister screen read the other way
Peg3 promoter = Peg3 promoter-driven luciferase inhibitors, primary screen, cell-based, HeLa, luciferase luminescence. HeLa PEG-Prom luciferase reporter, overnight. inhibition, % at 20 µM. 1.7% of 360,000 active. AID 588405, 2011;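 active = inhibition of at least 50% at 20 µM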
NR2E3 ag-2 = NR2E3 agonists in two-hybrid cells, primary screen, cell-based, luminescence, CHO-S, Gal4-NCOR/VP16-NR2E3. luciferase. inhibition of corepressor binding, % at 3.98 µM. 0.35% of 360,000 active. AID 602229, 2012;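 active = inhibition above the mean of all tested compounds plus 3 SD, cut at about 70% in these data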;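 note: 0% = DMSO with NR2E3 transfected cells and 100% = cells lacking NR2E3 construct; higher means lower luciferase signal from less NR2E3 corepressor binding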
TROY signal inh = inhibitors of TROY-driven NF-kB signaling, primary screen, Q293 LMP1-TROYcd cells, NF-kB luciferase, uHTS; Q293 LMP1-TROYcd NF-kB luciferase reporter, 4 h; inhibition, % at 10 µM; 0.98% of 360,000 active;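 active = compounds whose plate-normalised and pattern-corrected inhibition of the luciferase reporter signal at the single screening dose is 50% or more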
Starred values were filed as active, the others as inactive; / = not tested or not shown. Only part of the results is shown. The share of hits here may be higher or lower than overall.

SMILES	C8 TRAIL sens	HIF-2a block	CF NFkB block	Shn3 inh set2	KKLEB cytotox	TWEAK-Fn14 inh	NR2E3 ag-1	TRPM1 prom inh	Peg3 promoter	NR2E3 ag-2	TROY signal inh
CCCCc1ccc(NC(=S)N2CCN(C(=O)c3ccco3)CC2)cc1	-19	-8	3	7	-11	-19	/	5	16	35	8
CCCc1cc(=O)[nH]c(SCC(=O)NCCN2C(=O)CSC2=O)n1	-14	7	2	-16	3	14	/	2	-8	1	-9
O=C(CCN1C(=O)c2cccc([N+](=O)[O-])c2C1=O)NC1CCCCCC1	-13	7	15	-18	6	-11	/	-11	-8	-11	10
CCOc1ccc2nc(/N=C/c3nc(-c4ccc(Br)cc4)oc3O)sc2c1	13	-24	2	-1	-10	-20	-1	-11	-116	-24	-17
Cc1ccc2c(c1)CCCN2C(=O)Nc1ccc2c(c1)OCO2	-9	-21	-22	-64	-1	-20	1	-2	12	-97	-43
COCCCn1c(SCc2cccc(OC)c2)nc2cc(OC)c(OC)cc2c1=N	10	17	9	-16	8	-1	-1	7	26	-13	-6
CC1(C)CC(=O)C(C(c2ccccc2F)C2C(=O)CC(C)(C)CC2=O)C(=O)C1	-14	8	1	5	-1	1	-2	9	3	-11	-9
CCOC(=O)c1c(-c2ccccc2)csc1NC(=O)c1ccc(S(=O)(=O)N2CC(C)OC(C)C2)cc1 (stereo not drawn)	9	19	19	14	-20	22	-1	1	16	-13	5
CCOc1c(Cl)cc(CNc2nnnn2C)cc1OC	-5	12	14	-2	-6	2	0	-8	2	-17	9
Cc1ccc(C(=O)Nc2ccc(N3CCOCC3)nc2N2CCOCC2)cc1	-15	13	-13	/	-6	-32	-5	7	3	-7	4
Cc1cccc(C)c1-n1cccc1/C=C1\SC(=S)N(c2cccc(C(=O)O)c2)C1=O	-1	-48	19	-1	-12	-22	-3	-3	-54	-124	43
CCC(C(=O)N1CCN(c2ccccc2OC)CC1)c1ccccc1 (stereo not drawn)	3	10	5	16	-1	15	1	5	25	-11	23
CCC(=O)N1CCC1(C)C(=O)Nc1ccc2nc(C)ccc2c1 (stereo not drawn)	14	-30	-5	-7	0	38	/	/	-17	-19	2
COc1cc(C(=O)Oc2cccc(/C=N/NC(=O)c3cc(C)[nH]n3)c2)cc(OC)c1OC	19	-72	-7	-18	0	48	-3	-28	-32	-69	0
O=C(O)c1cccc(C(=O)c2cccc(C(=O)O)c2)c1	-7	12	-8	5	16	10	3	-3	4	-14	-5
O=C(CC1C(=O)NCCN1CC1CCCCC1)NCc1ccc(F)cc1F (stereo not drawn)	-5	11	-3	-25	-1	-8	-1	-3	21	6	-4
CCCCCCn1c(O)c(/C=C2\C=NN=C2c2ccccc2)sc1=S	28	20	10	-22	8	21	-2	-8	3	-29	18
CC(=O)Nc1nnc(CSCc2ccc(F)cc2)s1	-12	-5	5	7	-2	7	0	-2	-14	-29	-20
Cc1ccc(C)n1-c1ccc(N(C)C)cc1	-3	-57	-10	-6	10	32	-5	1	-31	-23	-5
CN1OC[C@@H]2CN(C(=O)CCc3ccccc3)[C@H](c3cccc(-c4ccc(C#N)cc4)c3)C[C@@H]21	-2	4	-28	18	6	14	/	-14	17	-2	-16
COc1ccc2c3c(c(=O)oc2c1OCC(=O)C(C)(C)C)CCCC3	-2	-26	3	-4	-5	-25	1	-12	-25	-17	-9
Cn1c(SCc2ccccc2Cl)nc(C(F)(F)F)cc1=O	-5	12	17	-46	-14	12	2	4	19	7	-21
CN1CCN(C(=O)C2CCN(S(=O)(=O)c3cnc[nH]3)CC2)CC1	-6	15	-1	19	1	-16	2	1	15	-1	6
CCN1CCN(c2ccc(S(=O)(=O)N3CCCCC3)cc2NC(=O)/C=C/c2cccc(OC)c2OC)CC1	2	15	5	-10	11	-13	6	78*	68*	-14	-18
C/C(=C\C(=O)Nc1cscc1C)C(=O)O	2	12	-15	-21	7	12	3	15	12	-16	-2
O=S(=O)(c1ccc(F)cc1)N1CCN(Cc2nnc(-c3ccccc3)o2)CC1	-4	-22	24	-10	-3	-7	2	-4	-25	-4	-4
C=CCN(CC=C)C(=O)C1c2ccccc2Oc2ccccc21	-13	5	17	1	-7	25	/	/	12	-5	-6
CCCc1[nH]c(=O)c(C#N)c2c1CCCC2	9	14	-10	-10	2	-1	3	1	9	9	5
Cc1nccn1CCC(=O)Nc1ccc(Cl)cc1	10	6	16	2	8	1	2	-25	-2	-24	-12
O=C1c2ccccc2C(=O)N1c1n[nH]c(CCc2ccccc2)n1	6	8	16	-8	-21	-12	0	-9	5	-21	-7

The list goes on; it opens with the 2 that closed the last part.
SMILES	C8 TRAIL sens	HIF-2a block	CF NFkB block	Shn3 inh set2	KKLEB cytotox	TWEAK-Fn14 inh	NR2E3 ag-1	TRPM1 prom inh	Peg3 promoter	NR2E3 ag-2	TROY signal inh
Cc1nccn1CCC(=O)Nc1ccc(Cl)cc1	10	6	16	2	8	1	2	-25	-2	-24	-12
O=C1c2ccccc2C(=O)N1c1n[nH]c(CCc2ccccc2)n1	6	8	16	-8	-21	-12	0	-9	5	-21	-7
Cc1cccc2c1CC(C)(C)N=C2C1=C(O)CC(C)(C)CC1=O	-4	13	3	-10	-6	8	-2	25	14	-7	-18
Cc1nc2sc3c(c2c(=N)n1N)CCCC3	-4	3	3	11	8	-8	1	-3	2	-12	-9
CCc1ccccc1NC(=S)N1CCC(NC(=O)c2ccc(OC)cc2)CC1	-3	22	-17	4	13	-12	0	7	24	-13	12
O=C(N/C(=C\c1ccco1)C(=O)N1CCCC1CO)c1ccccc1 (stereo not drawn)	1	0	-14	-14	1	1	2	17	10	-21	-1
Cc1ccc(CCNC(=O)C2CCCN(S(=O)(=O)c3cnc[nH]3)C2)cc1 (stereo not drawn)	6	1	12	3	-3	7	-3	2	6	-11	-4
O=C(NNC(=O)c1ccc[nH]1)c1cccc(C(F)(F)F)c1	-14	4	-14	16	-14	14	0	-5	5	-21	-9
C=C(C)C(=O)O[C@H]1C/C(C)=C\C(=O)/C=C(\C)[C@H](O)[C@@H]2OC(=O)C(=C)[C@@H]21	33	93*	74*	88*	-79*	68*	4	86*	94*	42	24
C[n+]1cccc(C2C(C#N)=C(N)Oc3c2ccc2ccccc32)c1 (stereo not drawn)	19	-96	1	-45	-5	1	2	16	17	-12	-12
O=C1N=C(N2CCCC2)S/C1=C\C=C\c1ccccc1	14	-34	5	-39	-3	77*	-6	-4	-85	19	72*
COc1ccc(Br)cc1CN(C)CC(=O)Nc1c(Cl)cccc1Cl	4	26	10	10	0	16	-4	-4	21	-8	37
Nc1nc(CSC(=S)N2CCN(c3ccccc3)CC2)nc(Nc2ccc(F)cc2)n1	7	14	-6	39	-16	50*	4	11	9	-10	6
CC(=O)Oc1ccc(-c2cccc(C(=O)N3CCCCC3)c2)cc1	5	-114	-3	-29	0	4	1	-14	-45	-41	-13
O=C(CCc1ccccn1)NC1CCCc2c1cnn2-c1ccc(F)cc1F (stereo not drawn)	-2	2	-9	15	10	2	0	8	-10	-3	6
CN(C)c1ccc(NC(=O)CSc2nnc(-c3cnccn3)n2C)cc1	-5	-1	-31	-21	15	-19	2	-3	-23	13	-22
COc1ccc(C(=O)NCc2nnc(SCC(=O)N3CCOCC3)o2)cc1	-3	22	10	12	-7	3	2	-1	-8	-1	7
O=Cc1cccc(Oc2ccc([N+](=O)[O-])cc2[N+](=O)[O-])c1	1	23	21	5	-3	1	5	13	24	-21	11
Cc1ccc2c(c1)C(c1ccccc1)N(C(=O)c1ccccc1)CC(=O)N2 (stereo not drawn)	-17	16	4	-32	-1	22	1	-4	9	-4	7
CC(=N\NC(=O)c1cc(Br)ccc1O)/C(=N/O)C(=O)Nc1ccccc1	11	-39	18	-4	-10	-30	-2	-3	-44	-40	13
O=C(CNC(=O)c1ccccc1F)NCc1cccnc1	-9	-2	4	-8	6	2	4	-1	5	-27	-10
Cn1c(SCc2ccc3c(c2)OCO3)nnc1-c1ccccc1	-3	-54	-3	-12	8	-18	1	10	-44	-52	-21
CC1(C(=O)O)CCCN1C(=O)c1cc2ccccc2s1 (stereo not drawn)	-17	4	-5	2	3	14	/	/	7	-17	6
CC(c1nc2ccccc2[nH]1)N(C(=O)C1=NNC(=O)CC1)c1ccccc1 (stereo not drawn)	-1	3	-20	-1	14	-2	/	/	7	-5	6
Cn1c(Cn2nnc(-c3ccccc3)n2)nnc1SCc1ccccc1Cl	0	-4	1	0	-1	-5	-3	8	19	15	12
S=C(NCCCN1CCOCC1)Nc1ccc(Nc2ccccc2)cc1	-1	-25	1	3	-14	5	-4	0	3	-17	-35
O=C(Nc1cccc2ccccc12)NC1Cc2ccccc2C1	6	-42	-4	-6	-7	89*	1	-12	-27	-59	57*
CCCC[C@@H]1Cc2[nH][nH]c(=O)c2[C@@H](c2ccc(Cl)cc2)O1	-7	-5	/	/	/	15	/	/	/	-11	5
Cc1ccc(NC(=O)COC(=O)c2ccc3c(c2)OCCO3)cc1	8	-3	15	-10	-9	12	1	-1	-2	9	21
COC(=O)c1cccc(C(=O)N2CCC(CO)(CCc3ccccc3)CC2)c1	-7	-43	-5	0	8	-25	-3	-3	-21	-14	-23
CC(C)Cn1cc(Cl)c(=O)n(CC(C)C)c1=O	-10	12	12	-12	-6	1	2	-9	-2	29	0
CS(=O)(=O)c1nsc2nc(=O)c(/C=C3\C=Nc4ccccc43)c(N)n12	-8	7	12	-10	-20	8	-5	2	7	-5	0
CC1(C)C=C(c2ccc(O)cc2)CC(C)(C)N1	-20	0	12	2	8	-12	-2	-12	10	-13	-10
CCN(Cc1ccncc1)Cc1nc(Cc2ccccc2Cl)no1	21	3	-1	39	4	-12	1	20	8	-7	26
O=C1CSC(c2cccnc2)N1Cc1ccc(Cl)cc1 (stereo not drawn)	-1	24	2	1	8	2	1	-8	1	-4	-7
CN(CC(=O)Nc1c(Cl)cccc1Cl)C(=O)CNC(=O)C1CCCCC1	7	0	6	13	7	5	2	-5	5	-6	-15

Looked up above:
HIF-2a block result of `CCN(Cc1ccncc1)Cc1nc(Cc2ccccc2Cl)no1` → 3
HIF-2a block result of `O=C1CSC(c2cccnc2)N1Cc1ccc(Cl)cc1` (stereo not drawn) → 24

Screening data (PubChem BioAssay)
